# Vif-A3F inh = blocks the Vif interaction with APOBEC3F; HeLa A3F-eYFP + Vif (tagged APOBEC3F with the HIV-1 protein that degrades it), YFP fluorescence increase; Potency, µM (top dose mostly 46.1 µM), without a hit: top-dose activity, negative = active; hit rate 0.2% among 390,000; AID 602313; further: potency means the concentration at half of the fitted maximal effect; % of control where 0% means no effect; nearly all actives have a fitted effect of over 65% in size
#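 HeLa cells stably expressing A3F-eYFP plus Vif, plated and incubated overnight at 37 deg C, then exposed to compounds overnight at 37 deg C. Blocked degradation read as raised yellow fluorescence (Ex 488/Em 500-530).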
# Glioma ERSR ind = inducers of ER stress response in human glioma cells; U87-MG GRP78 promoter luciferase reporter, 16 h; Potency, µM, without a hit: top-dose activation, hits mostly activators; hit rate 0.02% among 420,000; further: potency means the concentration at half of the fitted maximal effect; series mostly up to about 76 µM; % of control where 0% means no effect; nearly all actives have a fitted effect of over 35% in size
#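 Stably transfected U87-MG human glioma cells carrying a GRP78-based luminescent sensor were seeded at 1000 cells/well, pin-dosed with compounds and incubated 16 h. Luciferase reagent was then added, and end-point luminescence was read after 10 min at room temperature.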
# LDHA inh = blocks human lactate dehydrogenase A | purified LDHA, NADH/diaphorase-resazurin fluorescence; hits give low values | activity change, % (values are at about 110 or 230 µM) | hit rate 0.15% among 480,000; in the data active means activity change below about -30%; inconclusive means mostly about -25% to -30%;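 further: plate controls were DMSO wells for no effect and wells without enzyme for full effect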
#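 Human LDH5 at 2 nM final in Tris HCl pH 7.4 with 0.06 mM NADH and 0.2 mM pyruvate, reacted 5 minutes at room temperature. Remaining NADH coupled via diaphorase/resazurin; resorufin fluorescence read at 0 and 20 minutes, normalized to enzyme-free and DMSO wells.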
# Vif-APOBEC3G blk = inhibitors of Vif-APOBEC3G interaction | Q9HC16 | HeLa A3G-eYFP + Vif (tagged APOBEC3G with the HIV-1 protein that degrades it), YFP fluorescence, overnight | Potency, µM (titrated, usually from 46.1 µM), inactives show at the top dose activity, negative = active, actives largely listed as inhibitors | hit rate 0.076% among 410,000 | AID 602310;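 further: potency means the concentration at half of the fitted maximal effect; on the % scale 0 is the no-effect control and ±100 the full control effect; nearly all actives have a fitted effect of over 60% in size; hits raise eYFP signal because A3G escapes Vif-driven loss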
#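 HeLa cells stably expressing Vif and C-terminally eYFP-tagged A3G, seeded overnight at 37 deg C, then exposed to compound by pintool overnight at 37 deg C. Rise in yellow fluorescence (Ex 488/Em 500-530, Acumen) marks blocked Vif-driven A3G degradation.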
# D2 antagonist = antagonizes the human D2 dopamine receptor | P14416 | HEK293 TREx D2 cells, calcium flux, dopamine EC80 | inhibition, % at 10 µM | hit rate 2% among 340,000 | AID 485344; in the data active means inhibition above about 30%; further: 0% is about no effect
#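 Read-out: kinetic calcium fluorescence (1 cycle/s) in inducible HEK293 T-REx D2 cells after an EC80 dopamine addition that followed 180 s compound preincubation. Loss of the dopamine response indicates antagonism.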
# D2 ag = agonists of human D2 dopamine receptor. HEK293 T-REx D2 cells, calcium flux agonist mode. activation, % at 2 µM. hit rate 0.53% among 340,000. AID 485358;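 active means activation over 3 SD above normal in the single-dose calcium agonist read, cut at about 30% in these data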; further: 0% is about no effect
#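 Agonism is scored from calcium flux in a force-coupled, inducible HEK293 cell line expressing D2, read kinetically for 180 s after compound addition against dopamine controls.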
# RGS4 inh = human RGS4 inhibition; P49798; Transcreener GDP fluorescence polarization, RGS4-accelerated GTP hydrolysis; Potency, µM (highest dose often 114 µM), inactives show at the highest dose activity change, negative = inhibition, most hits filed as inhibitors; hit rate 0.039% among 390,000; further: potency means the concentration at half of the fitted maximal effect; on the % scale 0 is the no-effect control and ±100 the full control effect; nearly all actives have a fitted effect of over 75% in size; some results filed as inactive show a strong effect at the top dose
# Target sequence (P49798 whole entry, looked up): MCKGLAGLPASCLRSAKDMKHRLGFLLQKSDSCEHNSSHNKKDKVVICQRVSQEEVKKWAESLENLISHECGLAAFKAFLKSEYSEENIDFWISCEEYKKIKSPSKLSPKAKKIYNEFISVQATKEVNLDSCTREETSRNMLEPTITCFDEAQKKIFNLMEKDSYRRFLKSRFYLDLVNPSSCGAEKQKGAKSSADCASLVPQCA
#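 MLSMR compounds (23 nl, pin-transferred) preincubated 10 min at room temperature with a 500nM (2x) first reagent, then RGS4 at 900nM (2x) plus Transcreener GDP mix added; fluorescence polarization (620/688 nm) read before and after 90 min at 30 °C.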
# ALOX12 inh = blocks human arachidonate 12S-lipoxygenase. P18054. hit rate 1.1% among 580,000. purified 12hLO, xylenol orange hydroperoxide absorbance. Potency, µM (doses to about 108 µM), inactives show top-dose activity change, negative = inhibition, actives largely listed as inhibitors; further: potency means the concentration at half of the fitted maximal effect; on the % scale 0 is the no-effect control and ±100 the full control effect
#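 Purified human 12hLO at 150 nM in 25 mM Hepes, 0.01% Triton X-100, pH 7.0, preincubated 15 min at room temperature with compound. Reaction started with 40 uM arachidonic acid, 30 min at room temperature. Hydroperoxide measured by Fe-xylenol orange, 573/405 nm absorbance ratio.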
# ERG-DNA inh = inhibitors of human ERG Ets domain-DNA interaction | P11308 | fluorescence polarization, His-ERG Ets domain / labelled DNA | Potency, µM (series often up to 76.9 µM), for inactives: at the highest dose FP activity, negative = inhibition, hits mostly inhibitors | hit rate 0.028% among 370,000 | AID 624246; active means well fitted inhibition curve with a large enough effect in the polarisation, with a control signal flat; inconclusive means small, poorly fitted or top-dose-only effect, or effect the other way, or a change in a side signal; inactive means no such curve, though single readings can be large or run the other way; the % refers to the polarisation;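 further: polarization taken with two DNA probes labelled with fluorescein and Texas red; potency means the concentration at half of the fitted maximal effect; % of control where 0% means no effect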
# Target sequence (P11308 whole entry, looked up, the tested form may be a part): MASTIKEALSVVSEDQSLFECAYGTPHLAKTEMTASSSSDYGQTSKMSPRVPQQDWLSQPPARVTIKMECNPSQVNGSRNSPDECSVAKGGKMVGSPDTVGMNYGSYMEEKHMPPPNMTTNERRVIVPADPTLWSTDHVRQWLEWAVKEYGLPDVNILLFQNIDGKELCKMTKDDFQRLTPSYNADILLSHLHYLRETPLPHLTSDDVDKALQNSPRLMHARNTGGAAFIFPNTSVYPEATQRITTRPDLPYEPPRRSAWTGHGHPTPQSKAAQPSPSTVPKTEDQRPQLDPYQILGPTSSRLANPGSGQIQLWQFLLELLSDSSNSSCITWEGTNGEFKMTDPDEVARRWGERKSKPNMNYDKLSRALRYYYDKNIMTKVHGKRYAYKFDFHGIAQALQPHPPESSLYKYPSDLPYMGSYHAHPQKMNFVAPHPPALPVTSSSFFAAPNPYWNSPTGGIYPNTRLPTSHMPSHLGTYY
#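 His-tagged ERG Ets domain (1 uM in the protein solution; 300mM KCl, 50mM Tris-HCl, 1mM EDTA, 1mM DTT, pH 7.5) received compound, then a probe mix of 5 nM fluorescein-DNA and 100nM Texas-615-DNA. Fluorescence polarization was read for both dyes.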
# * marks the source's active call; other numbers are inactive results; ? = inconclusive; / = not tested or not shown; & = joins results of further samples; [ ] = another dose, or the depositor's remark. Unless noted, the call rests on the fitted dose curve; in most records, active means well fitted curve in the direction sought with a large enough effect; inconclusive means small, poorly fitted or top-dose-only effect, or another doubt; inactive means no such curve, though single readings can be large; an effect the other way counts as inactive or inconclusive. Only part of the results is shown; rates above refer to the full screens.
SMILES,Vif-A3F inh,Glioma ERSR ind,LDHA inh,Vif-APOBEC3G blk,D2 antagonist,D2 ag,RGS4 inh,ALOX12 inh,ERG-DNA inh
COc1ccccc1OCC(O)Cn1nc(C)cc1C (stereo not drawn),6%,1%,-4,-4%,-4,0.0,-26%,0%,5%
CCOc1ncccc1C(=O)NNC(=O)c1ccc(NS(=O)(=O)c2cccs2)cc1,-4%,-1%,-1,0%,-2,0.3,38%,-13%,-2%
CCOc1ccccc1-c1nc(-c2ccc(C)nc2OC)no1,-18%,-7%,-5,0%,5,-0.9,16%,-20%,2%
CCOC(=O)c1cc2c(=O)n3ccccc3nc2n(CC2CCCO2)c1=NC(C)=O (stereo not drawn),0%,-2%,-10,-3%,0,0.7,22%[11.4 µM],?,-8%
O=C(NCC1CC1)Nc1ccc(Cl)cc1,2%,-1%,-1,2%,4,-0.7,14%,0%,-20%
CCC(C)Oc1nc2ccccc2nc1NS(=O)(=O)c1ccccc1 (stereo not drawn),-3%,0%,-13&-3,0%,3,0.2,-9%,2%&-20%,1%
Cc1nc(-c2ccccn2)sc1C(=O)Nc1ccc(F)cc1F,5%,7%,-1,1%,2,-0.4,10%,1%,-5%
Cc1c(S(=O)(=O)NC2CCCCCC2)c(=O)n(C)c(=O)n1C,-1%,-4%,-4,0%,10,-0.3,-8%,?,-9%
CSc1ccccc1C(=O)NCCSC(C)(C)C,0%,-2%,-2,1%,/,/,-7%,-19%,6%
COc1ccc(-c2cn3cccnc3n2)cc1NC(=O)C1CC1,-1%,-3%,-3,0%,0,0.1,-4%,3%,-10%
Cc1nc2c(-c3ccc(F)cc3)cnn2c2c1CCC2,-9%,5%,-8,0%,3,0.1,5%,1%,2%
CCOc1ccc(NC(C)=O)cc1N,2%,2%,0,-1%,-5,0.5,8%,6%,4%
C=CCN(c1ccccc1)S(=O)(=O)c1ccc(Cl)c(C(=O)OCC(=O)c2[nH]c(C)c(C(C)=O)c2C)c1,?,-5%,-3,3%,-11,0.5,-6%,-22%,4%
COc1ccc(C(=O)n2nc(N)c3cc4ccc(C)cc4nc32)cc1OC,-1%,-4%,-4,-2%,/,0.6,5%,-8%,-6%
C=CCn1c(SCCN2CCOCC2)nc2c1c(=O)[nH]c(=O)n2C,-13%,-5%,-10&-12,3%,3,0.7,10%,?,-12%

# 9 of the compounds above, as tab-separated lines:
molecule	Vif-A3F inh	Glioma ERSR ind	LDHA inh	Vif-APOBEC3G blk	D2 antagonist	D2 ag	RGS4 inh	ALOX12 inh	ERG-DNA inh
COc1ccccc1OCC(O)Cn1nc(C)cc1C (stereo not drawn)	6%	1%	-4	-4%	-4	0.0	-26%	0%	5%
CCOc1ncccc1C(=O)NNC(=O)c1ccc(NS(=O)(=O)c2cccs2)cc1	-4%	-1%	-1	0%	-2	0.3	38%	-13%	-2%
CCOc1ccccc1-c1nc(-c2ccc(C)nc2OC)no1	-18%	-7%	-5	0%	5	-0.9	16%	-20%	2%
CCOC(=O)c1cc2c(=O)n3ccccc3nc2n(CC2CCCO2)c1=NC(C)=O (stereo not drawn)	0%	-2%	-10	-3%	0	0.7	22%[11.4 µM]	?	-8%
O=C(NCC1CC1)Nc1ccc(Cl)cc1	2%	-1%	-1	2%	4	-0.7	14%	0%	-20%
CCC(C)Oc1nc2ccccc2nc1NS(=O)(=O)c1ccccc1 (stereo not drawn)	-3%	0%	-13&-3	0%	3	0.2	-9%	2%&-20%	1%
Cc1nc(-c2ccccn2)sc1C(=O)Nc1ccc(F)cc1F	5%	7%	-1	1%	2	-0.4	10%	1%	-5%
Cc1c(S(=O)(=O)NC2CCCCCC2)c(=O)n(C)c(=O)n1C	-1%	-4%	-4	0%	10	-0.3	-8%	?	-9%
CSc1ccccc1C(=O)NCCSC(C)(C)C	0%	-2%	-2	1%	/	/	-7%	-19%	6%

# Following part.
SMILES,Vif-A3F inh,Glioma ERSR ind,LDHA inh,Vif-APOBEC3G blk,D2 antagonist,D2 ag,RGS4 inh,ALOX12 inh,ERG-DNA inh
CC1(C(=O)Oc2ccccc2)Cc2ccccc2C(=O)O1 (stereo not drawn),-12%,-3%,-3,1%,/,/,21%,-4%,16%
Cc1cccc(CCNc2nc3ccc(C)cc3n3cnnc23)c1,?,-3%,-18,-5%,-24,0.2,14%,14%,-2%
CN(C)C(=O)c1ccc(SC(=S)NCc2ccccc2)cc1,/,-8%,-10,?,/,/,/,-49%,/
CCOc1cc(C(=O)OCC(=O)c2c(N)n(C)c(=O)n(C)c2=O)cc(OCC)c1OCC,4%,0%,3,0%,/,/,-15%,24%,-4%
CC(C)CN1CC(C)C(=O)NC1=S (stereo not drawn),-7%,-2%,1,-1%,/,/,24%,?,-1%
O=C(COC(=O)C1COc2ccccc2O1)Nc1ccc(Cl)cc1 (stereo not drawn),2%,-3%,-2,0%,10,-0.5,9%,?,-1%
C1CCCC(N2CCNCC2)CC1,-1%,-1%,4,0%,-10,0.6,9%,?,-9%
CCOC(=O)C1CCCN(C(=O)c2cn(CC(C)C)c(=O)c3cc(OC)c(OC)cc23)C1 (stereo not drawn),9%,-5%,4,1%,16,-0.4,-15%[11.4 µM],24%,2%
Cc1cccc(NC(=O)C(NS(=O)(=O)c2ccc3c(c2)oc(=O)n3C)C(C)C)c1 (stereo not drawn),1%,-2%,-9,-2%,/,-1.2,4%,0%,6%
Cc1oc(-c2cccc(C(F)(F)F)c2)nc1CN1CCN(c2ccccn2)CC1,-1%,2%,-3,0%,-29,29,-5%,-2%,1%
CCc1ccc2nc(N3CCN(C(=O)c4ccco4)CC3)sc2c1,-4%,2%,-3,4%,/,0.4,1%,2%,7%
CCOc1ccc(CN2CCN(C(=O)c3cccc(F)c3)CC2)cc1,-4%,-1%,?,0%,9,0.9,14%,?,/
CCc1nn(CCCC(=O)N2CCN(c3cccc(C)c3C)CC2)c(=O)c2cc3occc3n12,-3%,-1%,0,2%,7,3.9,-20%,-27%,9%
Fc1ccc(-n2cc(-c3ccccc3)c3c(NCCc4ccccc4)ncnc32)cc1,6%,-2%,-5,3%,/,-0.5,-1%,-16%,1%
O=C(NCC1CC1)c1onc(CSc2ccncc2)c1C(=O)NCC1CC1,0%,-3%,-1,0%,-5,0.0,7%,4%,-8%
COc1cc(C2C=C(c3cccs3)Nc3ncnn32)cc(OC)c1OC (stereo not drawn),?,-3%,2,?,5,0.3,-35%,/,9%
Cc1ccc(NC(=O)c2ccccc2NS(=O)(=O)c2ccc(Cl)s2)cc1,-21%,-1%,-1,-6%,/,/,1%,?,10%
COc1ccc2ccccc2c1C1CC(=O)N2CN(Cc3ccco3)CSC2=C1C#N (stereo not drawn),-3%,-3%,10,-9%,6,-1.4,?,?,0%
CCCN(CC1CC1)C(=S)NC(=O)c1ccc(S(=O)(=O)N2CCOCC2)cc1,?,-4%,-3,1%,-14,2.1,-29%,4%,-3%
CN1CCN(C(=O)C2=C[C@@H](C3CC3)C[C@@H](OCc3ccc(CO)cc3)O2)CC1,-1%,-7%,-4,0%,-3,0.3,9%,10%,-3%
COc1cc(N)c(Cc2nccc3cc(OC)c(OC)cc23)cc1OC,-27%,-2%,4,-10%,2,2.0,?,1%,-7%
Cc1cccc(NS(=O)(=O)c2ccc(OCC(=O)N3CCCC3)cc2)c1,-10%,-5%,-7,0%,5,0.0,-7%,0%,17%
CCCCN(c1ccccc1)S(=O)(=O)c1cc2c3c(c1)C(C)C(=O)N3CCC2 (stereo not drawn),-2%,-3%,-5,0%,/,0.8,5%,-18%,-1%
O=C(NC1CCS(=O)(=O)C1)c1ccc(S(=O)(=O)N2CCCC2)cc1 (stereo not drawn),-14%,-6%,-14,0%,/,/,-8%,52%[activator],5%
O=C(Nn1c(-c2ccncc2)nc2ccccc2c1=O)c1ccc([N+](=O)[O-])cc1Cl,-4%,-2%,0,-3%,-23,0.2,-1%,-5%,-5%
CC(=O)N1c2ccc([N+](=O)[O-])cc2NC(=O)CC1C (stereo not drawn),1%,-1%,-6,-1%,-6,1.9,-17%,-1%,4%
CCCCNC(=O)c1c(C)oc2ncn(CC(C)C)c(=O)c12,-1%,-1%,0,-3%,/,-1.1,12%,-11%,-5%
O=C(CSc1nnc(Cc2cccs2)n1C1CCCCC1)N1CCCc2ccccc21,-4%,-8%,-1,2%,-2,-0.4,-1%[11.4 µM],0%,-8%
Cc1ccc(CN(C)C(=O)C2CCC(=O)N(CC3CCCCC3)C2)o1 (stereo not drawn),1%,-3%,2,5%,-6,-0.1,?,-4%,7%
Cc1cc(C)n(-c2nc3c(c(=O)[nH]c(=O)n3C)n2CC(C)C)n1,4%,0%,-8,-3%,2,1.0,-47%,25%,-4%

# Assay outcomes as filed in PubChem.
